GLS inh = inhibitors of human glutaminase (GLS); O94925; GLS enzymatic activity, qHTS titration; Potency, µM (series often up to 45.5 µM), without a hit: top-dose activity change, negative = inhibition, hits mostly inhibitors; hit rate 0.21% among 410,000; AID 624170; also: potency is read from the fitted curve at half-maximal effect; % is scaled to controls: 0 for no effect and ±100 for the full control effect
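Enzyme dispensed in phosphate buffer (45 mM, pH 8.2, 0.02% Tween-20), compounds pinned in, then 1 mM L-glutamine solution and the glutamate oxidase–HRP–Amplex Red mix added; fluorescence read immediately and again after 30 min at room temperature.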
HP1b binding inh = blocks HP1-beta chromodomain binding to methylated histone tails; P83916; AlphaScreen HP1-beta / biotin-H3K9me3 peptide binding; Potency, µM (series often up to 114 µM), without a hit: at the highest dose activity change, negative = inhibition, hits mostly inhibitors; hit rate 0.56% among 390,000; AID 540317; also: potency is read from the fitted curve at half-maximal effect; nearly all actives have a fitted effect of over 70% in size; inactives centre near 23
Target sequence (P83916 whole entry, looked up): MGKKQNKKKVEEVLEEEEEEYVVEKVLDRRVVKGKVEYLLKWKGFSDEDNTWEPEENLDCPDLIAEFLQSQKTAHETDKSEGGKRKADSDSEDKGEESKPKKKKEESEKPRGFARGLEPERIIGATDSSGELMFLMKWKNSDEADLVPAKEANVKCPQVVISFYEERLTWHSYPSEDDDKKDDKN
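HP1-beta protein (50 nM final) preincubated 30 min at room temperature with biotinylated H3(1-18)K9me3 peptide (50 nM) in PBS pH 7.4, 0.01% Tween-20, then compound added for 30 min. AlphaScreen streptavidin donor/nickel chelate acceptor beads (10 ug/mL final), 30 min dark, luminescence read.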
PGK inhibitor = T. brucei PGK inhibition; P07378; PGK/GAPDH coupled, Kinase-Glo luminescence, 60 min; Potency, µM (highest dose often 57.5 µM), inactives show top-dose activity change, negative = inhibition, usual class: inhibitors; hit rate 0.043% among 380,000; AID 602233; also: potency is read from the fitted curve at half-maximal effect; % is scaled to controls: 0 for no effect and ±100 for the full control effect; nearly all actives have a fitted effect of over 60% in size
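Recombinant glycosomal PGK reaction used 1,3-bisphosphoglycerate generated in-well by GAPDH (100nM final) in 100mM TEA pH 7.6, 5mM MgCl2, 0.01% Tween-20. After 60 minutes at room temperature, ATP was read by Kinase-Glo Plus luminescence end-point.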
TrxR1 inh = blocks rat thioredoxin reductase 1; Potency, µM (highest dose often 114 µM), inactives show at the top dose activity change, negative = inhibition, hits mostly inhibitors; AID 588453; recombinant rTrxR1, NADPH fluorescence consumption, selenite substrate; hit rate 1% among 390,000; also: potency is read from the fitted curve at half-maximal effect; % is scaled to controls: 0 for no effect and ±100 for the full control effect; nearly all actives have a fitted effect of over 65% in size
Target sequence (O89049 whole entry, looked up): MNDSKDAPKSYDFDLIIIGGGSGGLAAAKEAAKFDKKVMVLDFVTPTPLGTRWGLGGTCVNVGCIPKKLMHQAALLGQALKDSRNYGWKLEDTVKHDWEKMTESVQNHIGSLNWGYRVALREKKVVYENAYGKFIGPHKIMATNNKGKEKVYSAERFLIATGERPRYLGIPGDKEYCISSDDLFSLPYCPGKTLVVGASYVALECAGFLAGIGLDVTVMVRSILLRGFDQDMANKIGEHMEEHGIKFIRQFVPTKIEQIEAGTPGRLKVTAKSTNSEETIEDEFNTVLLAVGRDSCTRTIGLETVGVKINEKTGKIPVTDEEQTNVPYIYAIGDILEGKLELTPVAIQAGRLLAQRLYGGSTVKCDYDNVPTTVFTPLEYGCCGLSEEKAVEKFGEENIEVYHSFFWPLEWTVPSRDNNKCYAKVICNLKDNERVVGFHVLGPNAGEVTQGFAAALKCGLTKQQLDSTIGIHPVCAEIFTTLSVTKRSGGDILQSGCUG
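Rat TrxR1 (90 nM in the dispensed reagent) was pre-reduced with 400 uM NADPH for 5 min at room temperature, then incubated with compound for 15 min. After 400 uM selenite was added, NADPH fluorescence (Ex 340/Em 450 nm) was followed for 8 min.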
USP1-UAF1 inh = blocks the human USP1/UAF1 deubiquitinase complex. O94782. recombinant USP1/UAF1, Ub-Rhodamine cleavage fluorescence. Potency, µM (doses to about 57.1 µM), without a hit: top-dose activity change, negative = inhibition, usual class: inhibitors. hit rate 0.23% among 390,000; also: potency is read from the fitted curve at half-maximal effect; % is scaled to controls: 0 for no effect and ±100 for the full control effect; nearly all actives have a fitted effect of over 60% in size; inactives centre near -12
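USP1/UAF1 complex at 1 nM was preincubated with compound for 15 min at room temperature, then Ub-Rho substrate (150nM final) was added. Fluorescence (480/540 nm) was read kinetically, 6 reads every 60 seconds.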
PI4K2A block = PI4K2A (human) kinase inhibition; hit rate 0.13% among 420,000; purified PI4K2A, ADP-Glo luminescence, 1 h; active compounds read low; Q9BTU6; activity change, negative = inhibition, % at 76.9 µM; in the data active = activity change below about -50%; inconclusive = mostly about -30% to -49%;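 also: -100% = wells without enzyme as full effect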
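Compounds are screened against recombinant PI4K2A using PI as substrate and ATP, the latter dispensed at 300 microM. Reactions run one hour at ambient temperature before ADP-Glo detection; full inhibition defined by wells lacking enzyme.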
mIDH1 inhibitor = inhibitors of human mutant IDH1 R132H | IDH1-R132H enzyme, NADPH consumption, diaphorase/resazurin fluorescence | Potency, µM (doses to about 76.6 µM), for the others: at the top dose activity change, negative = inhibition, hits mostly inhibitors | hit rate 0.093% among 390,000; also: potency is read from the fitted curve at half-maximal effect; % is scaled to controls: 0 for no effect and ±100 for the full control effect; nearly all actives have a fitted effect of over 65% in size
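IDH1-R132H (0.5 ug/mL) preincubated 30 min with compound, then NADPH (0.016 mM) and alpha-KG (2 mM) added; 80 min at RT, pH 7.5. Remaining NADPH coupled via diaphorase/resazurin to fluorescence (540/590 nm); concentration-response curves normalized to no-enzyme control.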
TrxR1 substrate = rat thioredoxin reductase 1 substrate activity; O89049; purified TrxR1 substrate turnover, NADPH consumption readout; Potency, µM (series often up to 114 µM), for the others: at the top dose activity change, negative = substrate turnover; hit rate 0.01% among 390,000; also: potency is read from the fitted curve at half-maximal effect; % is scaled to controls: 0 for no effect and ±100 for the full control effect; nearly all actives have a fitted effect of over 50% in size
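Rat TrxR1, dispensed at 90 nM, was prereduced with 400 uM NADPH (final) for 5 min at ~22 deg C, then incubated with compound 15 min before 400 uM selenite. A first-read NADPH fluorescence drop versus no-compound background flagged substrates.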
Pin1 inh = inhibitors of human Pin1. Q13526. Pin1 FP peptide displacement, HiFluor488, 10 min. Potency, µM (top dose mostly 115 µM), without a hit: at the highest dose activity, negative = inhibition, most hits filed as inhibitors. hit rate 0.009% among 390,000. AID 504891; active = well fitted inhibition curve with a large enough effect in the polarisation, with a control signal flat, not every such curve was filed as active; inconclusive = small, poorly fitted or top-dose-only effect, or effect the other way, or a change in a side signal; inactive = no such curve, though single readings can be large or run the other way; the % refers to the polarisation; also: potency is read from the fitted curve at half-maximal effect; % is scaled to controls: 0 for no effect and ±100 for the full control effect
Target sequence (Q13526 whole entry, looked up): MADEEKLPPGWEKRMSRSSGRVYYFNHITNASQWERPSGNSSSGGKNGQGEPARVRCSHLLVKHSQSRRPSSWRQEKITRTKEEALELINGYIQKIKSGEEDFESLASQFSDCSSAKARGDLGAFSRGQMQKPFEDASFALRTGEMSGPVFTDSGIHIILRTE
Active calls of the source: *; i = inactive; ? = inconclusive; nt = no result given; & = joins results of further samples; [ ] = dose if it differs, or a comment. Unless noted, calls follow the shape of the dose curve; as a rule, active = well fitted curve in the direction sought with a large enough effect; inconclusive = small, poorly fitted or top-dose-only effect, or another doubt; inactive = no such curve, though single readings can be large; an effect the other way counts as inactive or inconclusive. An excerpt (hit frequency here may not be typical).

1) CCOc1ccc(NC(=O)Cn2cc(C(=O)c3ccccc3)c3ccccc32)cc1
2) Cn1c(=O)n(C)c2cc(CNCCc3ccc(F)cc3)ccc21
3) CCOC(=O)c1c(C)n(Cc2ccco2)c2ccc(O)cc12
4) COc1c(C)cc(C(=O)C2CCCN(Cc3ccccn3)C2)cc1C (stereo not drawn)
5) CC(=NCCN(C)C)c1c(O)n(Cc2ccccc2)c(=O)[nH]c1=O
6) COc1cc(C(O)CN)ccc1O (stereo not drawn)
7) O=c1c([N+](=O)[O-])cn(O)cc1[N+](=O)[O-]
8) O=C(Cc1cccc(C(F)(F)F)c1)N1CCN(CC(=O)N2CCCC2)CC1
Assay by compound	1	2	3	4	5	6	7	8
GLS inh	1%	-17%	0%	-3%	0%	52%[activator]	9%	16%
HP1b binding inh	22%	16%	16%	17%	57%[activator]	23%	29%	31%[activator]
PGK inhibitor	9%	-2%	-6%	-9%	6%	-4%	-5%	-3%
TrxR1 inh	18%	33%	-30%	-4%	16%	21%[57.1 µM]	-1%[11.4 µM]	1%
USP1-UAF1 inh	9%	12%	2%	-22%	-22%	-13%	-17%	-18%
PI4K2A block	-1	2	0	2	0	3&-2	-2	-3
mIDH1 inhibitor	-6%	-9%	-1%	-12%	-3%	3%	8%	-1%
TrxR1 substrate	-1%	1%	4%	-1%	9%	11%[57.1 µM]	4%[11.4 µM]	-1%
Pin1 inh	17%	-11%	?	0%	10%	1%	nt	-3%

9) C/C(=N\NC(=O)c1ccccc1O)c1c(O)n(Cc2ccccc2)c(=O)[nH]c1=O
10) CC(=O)OC1N=C(c2ccc(Cl)cc2)c2cc(Br)ccc2NC1=O (stereo not drawn)
11) CCCc1[nH]nc2c1C1(C(=O)N(Cc3ccccc3)c3ccccc31)C(C(=O)OC)=C(N)O2 (stereo not drawn)
12) CNS(=O)(=O)c1ccc(-c2ccc(C=C3C(=O)NC(=O)NC3=O)o2)cc1
13) C=CCN(CC=C)C(=O)CCN1CC1C (stereo not drawn)
14) CC/C(=N\Nc1ccccc1)c1c(O)n(C)c(=O)n(C)c1=O
15) O=C1N(c2nncs2)CCN1[N+](=O)[O-]
16) C[C@]12CCC(=O)C[C@@H]1CC[C@@H]1[C@@H]2CC[C@]2(C)[C@@H](O)CC[C@@H]12
Assay by compound	9	10	11	12	13	14	15	16
GLS inh	1%	-7%	5%	-12%	-6%	41%[activator]	-1%	-1%&9%
HP1b binding inh	28%	5%	13%	72%[activator]	20%[57 µM]	24%	38%	40%[activator]
PGK inhibitor	-12%	-9%	7%	i	-7%	3%	5%	-4%
TrxR1 inh	-24%	3%	5%	?	13%[2.29 µM]	-9%	29%[0.0914 µM]	19%
USP1-UAF1 inh	?	-22%	-21%	?	-6%	-9%	-18%	-25%
PI4K2A block	0	-3	4	-13	1	2	1	-4
mIDH1 inhibitor	1%	18%	6%	0%	1%	1%	-5%	-4%
TrxR1 substrate	-15%	0%	5%	0%	-2%[57.1 µM]	-7%	18%[0.0914 µM]	3%
Pin1 inh	1%	-5%	-5%	5%	16%	3%	3%	-9%

17) Cc1ccsc1CNCCc1ccc(F)cc1
18) CCN(CC)CCN=Cc1c(O)n(C2CCCCCC2)c(=O)[nH]c1=O
19) CN(C)S(=O)(=O)c1cc(NC(=O)COC(=O)Cc2ccccc2)ccc1Cl
20) COC(=O)C1=C(N)Oc2cc(C)oc(=O)c2C12C(=O)Nc1ccccc12 (stereo not drawn)
21) FC(F)(F)c1ccc(CNCCc2c[nH]c3ccccc23)cc1
22) COc1ccc(-n2c(CN3CCOCC3)nc3ccccc3c2=O)c(OC)c1
23) CN(C)c1ccc(NC(=O)CN2C(=O)CN=C(c3ccccc3)c3cc(Cl)ccc32)cc1
24) OCC(Br)CBr (stereo not drawn)
Assay by compound	17	18	19	20	21	22	23	24
GLS inh	14%	6%	27%	4%	6%	-4%	15%	-12%
HP1b binding inh	38%	31%	6%	24%	10%	16%	?	70%[activator]
PGK inhibitor	-12%	11%	-12%	i	-2%	-3%	4%	i
TrxR1 inh	17%	-22%	2%	8%	24%	19%	0%	18%
USP1-UAF1 inh	-4%	-4%	-1%	-16%	-7%	-17%	?	-12%
PI4K2A block	0	5	-8	-5	2	1	3	5
mIDH1 inhibitor	6%	0%	-2%	12%	0%	0%	17%	4%
TrxR1 substrate	2%	11%[57.1 µM]	-12%	-4%	1%	3%	-8%	5%
Pin1 inh	1%	10%	4%	-1%	-14%	2%	?	-12%

Compound profiles, from the list above. Screens in order: GLS inh	HP1b binding inh	PGK inhibitor	TrxR1 inh	USP1-UAF1 inh	PI4K2A block	mIDH1 inhibitor	TrxR1 substrate	Pin1 inh
`OCC(Br)CBr` (stereo not drawn) in the list: -12%	70%[activator]	i	18%	-12%	5	4%	5%	-12%
`CN(C)S(=O)(=O)c1cc(NC(=O)COC(=O)Cc2ccccc2)ccc1Cl` in the list: 27%	6%	-12%	2%	-1%	-8	-2%	-12%	4%
`COC(=O)C1=C(N)Oc2cc(C)oc(=O)c2C12C(=O)Nc1ccccc12` (stereo not drawn) in the list: 4%	24%	i	8%	-16%	-5	12%	-4%	-1%

Continued:
25) COC(=O)[C@@H]1C[C@]2(C(=O)O)c3ccccc3N(OOSc3ccccc3)[C@@H]2N1C(=O)OC
26) C=C(C)[C@@H]1C2C(=O)O[C@H]1[C@H]1OC(=O)[C@@]34OC3C[C@]2(O)[C@@]14C (stereo partly drawn)
27) CCCC[N+]12CCC(CC1)C(C(O)(c1ccccc1)c1ccccc1)C2 (stereo not drawn)
28) Cc1ccc2cc3cc(C(=O)N4CCC5(CC4)OCCO5)oc3nc2c1
29) CN1c2ccccc2Oc2ccccc21
30) Cc1ccc2occ(CN3CC4CC(C3)c3cccc(=O)n3C4)c(=O)c2c1 (stereo not drawn)
31) Cc1ccccc1CN1Cc2cnnn2-c2ccccc2C1C#N (stereo not drawn)
32) O=C(CSc1ccccc1)N1CCC2(CC1)OCCO2
Assay by compound	25	26	27	28	29	30	31	32
GLS inh	-9%	-3%	0%	13%	62%[activator]	-16%	1%	5%
HP1b binding inh	43%[activator]	56%[activator]	13%	21%	15%	16%	54%[activator]	31%
PGK inhibitor	-7%	-8%	-1%	-3%	-2%	0%	-4%	1%
TrxR1 inh	10%[57.1 µM]	0%	15%	2%	-2%	-2%	-21%	0%
USP1-UAF1 inh	-29%	-7%	-10%	9%	-22%	2%	-29%	-2%
PI4K2A block	1	3	4	11	0	-3	10	-3
mIDH1 inhibitor	3%	10%	10%	-3%	6%	-5%	4%[38.3 µM]	10%
TrxR1 substrate	-6%[57.1 µM]	8%	6%	35%	0%	2%	4%	1%
Pin1 inh	-6%	-1%	?	-1%	-1%	2%	3%	-1%

33) CCC(=NCc1cccnc1)c1c(O)n(C2CCCCC2)c(=O)[nH]c1=O
34) CCOP(=S)(OCC)SCOC(=O)NCC(=O)OC
35) O=Cc1cn(Cc2c(F)cccc2Cl)c2ccccc12
36) COc1ccc(Cc2c(O)[nH]c(=O)[nH]c2=O)c(OC)c1
37) C[C@]12C=CC(=O)C=C1CC[C@@H]1[C@@H]2CC[C@]2(C)C(=O)CC[C@@H]12
38) N#CC12CNCC1CN=N2 (stereo not drawn)
39) C[C@@H]1CN([C@@H](C)CO)C(=O)CCCn2nncc2CO[C@@H]1CN(C)C(=O)Nc1ccc(N2CCCCC2)cc1
40) COC(=O)c1cccc(NC(=O)N2C[C@H]3C[C@@H](C2)c2cccc(=O)n2C3)c1
41) CC(C)[C@@]1(NC(=O)[C@@H]2C[C@@H]3c4cccc5[nH]cc(c45)C[C@H]3N(C)C2)O[C@@]2(O)[C@@H]3CCCN3C(=O)[C@H](Cc3ccccc3)N2C1=O
42) Cc1[nH]c2ccccc2c1CN1CCCCC1
Assay by compound	33	34	35	36	37	38	39	40	41	42
GLS inh	2%	0%	4%	0%	-9%	1%	4%	0%	0%&4%	15%
HP1b binding inh	31%	27%	47%[activator]	-14%	44%[activator]	34%	nt	26%	5%	3%
PGK inhibitor	-9%	i	-5%	-3%	i	-3%	-4%	7%	7%	-8%
TrxR1 inh	-18%	13%[57.1 µM]	36%	8%	12%	-1%[2.29 µM]	nt	6%	?	16%
USP1-UAF1 inh	-12%	-8%	-23%	3%	-23%	-25%	-14%	-20%	-25%	-12%
PI4K2A block	-1	6	0	0	1	3	0	-3	-5&-3	2
mIDH1 inhibitor	3%	6%	8%	-6%	-5%	-9%	8%	-6%	-2%	8%
TrxR1 substrate	-10%	-9%	11%	1%	0%	1%[57.1 µM]	nt	2%	-9%[57.1 µM]	14%
Pin1 inh	-7%	0%	0%	nt	0%	3%	nt	-1%	9%	-9%
